Screening results as filed in PubChem BioAssay.
TrxR1 substrate – rat thioredoxin reductase 1 substrate activity | 390,000 compounds, 0.01% hits | Potency, µM (highest dose often 114 µM), inactives show at the top dose activity change, negative = substrate turnover | O89049 | purified TrxR1 substrate turnover, NADPH consumption readout | AID 588456; note: potency is the fitted concentration of half-maximal effect; % is set by controls: 0 for no effect and ±100 for the full control effect; nearly all actives have a fitted effect of over 50% in size
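Rat TrxR1, dispensed at 90 nM, was prereduced with 400 uM NADPH (final) for 5 min at ~22 deg C, then incubated with compound 15 min before 400 uM selenite. A first-read NADPH fluorescence drop versus no-compound background flagged substrates.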
LDHA block – inhibitors of human lactate dehydrogenase A | P00338 | activity change, % (values are at about 110 or 230 µM) | 480,000 compounds, 0.15% hits | purified LDHA, NADH/diaphorase-resazurin fluorescence; hits give low values | AID 1347041; in the data active = activity change below about -30%; inconclusive = mostly about -25% to -30%;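 note: plate controls were DMSO wells for no effect and wells without enzyme for full effect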
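Remaining NADH was detected by diaphorase (0.133 mg/mL) converting 37 µM resazurin to fluorescent resorufin, read at 0 and 20 minutes. The preceding 5-minute room-temperature reaction used 2 nM LDHA, 0.2 mM sodium pyruvate and 0.06 mM NADH at pH 7.4.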
Glioma ERSR ind – induces the endoplasmic reticulum stress response in human glioma cells. U87-MG GRP78 promoter luciferase reporter, 16 h. Potency, µM, for inactives: at the highest dose activation, hits mostly activators. 420,000 compounds, 0.02% hits. AID 602332; note: potency is the fitted concentration of half-maximal effect; series mostly up to about 76 µM; % of control where 0% means no effect; nearly all actives have a fitted effect of over 35% in size
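Stably transfected U87-MG human glioma cells carrying a GRP78-based luminescent sensor were seeded at 1000 cells/well, pin-dosed with compounds and incubated 16 h. Luciferase reagent was then added, and end-point luminescence was read after 10 min at room temperature.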
Vif-APOBEC3G blk – Vif-A3G binding inhibition; Q9HC16; HeLa A3G-eYFP + Vif (tagged APOBEC3G with the HIV-1 protein that degrades it), YFP fluorescence, overnight; Potency, µM (series often up to 46.1 µM), without a hit: at the highest dose activity, negative = active, actives largely listed as inhibitors; 410,000 compounds, 0.076% hits; AID 602310;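 note: potency is the fitted concentration of half-maximal effect; % is set by controls: 0 for no effect and ±100 for the full control effect; nearly all actives have a fitted effect of over 60% in size; hits raise eYFP signal because A3G escapes Vif-driven loss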
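Read-out is eYFP fluorescence (Ex 488/Em 500-530) from Vif-expressing HeLa A3G-eYFP cells; more signal means A3G escaped Vif-mediated degradation. Cells plated overnight, compound pinned in, incubated overnight at 37 deg C.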
Vif-APOBEC3F blk – inhibitors of Vif-A3F interaction. HeLa A3F-eYFP + Vif (tagged APOBEC3F with the HIV-1 protein that degrades it), YFP fluorescence increase. Potency, µM (titrated, usually from 46.1 µM), for the others: at the top dose activity, negative = active. 390,000 compounds, 0.2% hits. AID 602313; note: potency is the fitted concentration of half-maximal effect; % of control where 0% means no effect; nearly all actives have a fitted effect of over 65% in size
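Fluorescence increase (Ex 488/Em 500-530) after overnight compound treatment at 37 deg C flags inhibition of Vif-driven A3F-eYFP loss in stable HeLa A3F-eYFP/Vif cells seeded overnight beforehand.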
RGS4 inh – human RGS4 inhibition | P49798 | 390,000 compounds, 0.039% hits | AID 504845 | Potency, µM (series often up to 114 µM), without a hit: top-dose activity change, negative = inhibition, usual class: inhibitors | Transcreener GDP fluorescence polarization, RGS4-accelerated GTP hydrolysis; note: potency is the fitted concentration of half-maximal effect; % is set by controls: 0 for no effect and ±100 for the full control effect; nearly all actives have a fitted effect of over 75% in size; some results filed as inactive show a strong effect at the top dose
Target sequence (P49798 whole entry, looked up): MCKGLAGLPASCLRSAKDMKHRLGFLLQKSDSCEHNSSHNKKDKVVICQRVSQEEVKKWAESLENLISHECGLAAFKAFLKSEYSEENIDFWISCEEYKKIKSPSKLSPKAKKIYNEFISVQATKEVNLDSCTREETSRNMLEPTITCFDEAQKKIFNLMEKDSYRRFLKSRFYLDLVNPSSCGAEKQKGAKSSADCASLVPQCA
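MLSMR compounds (23 nl, pin-transferred) preincubated 10 min at room temperature with a 500nM (2x) first reagent, then RGS4 at 900nM (2x) plus Transcreener GDP mix added; fluorescence polarization (620/688 nm) read before and after 90 min at 30 °C.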
USP1 inh – blocks the human USP1/UAF1 deubiquitinase complex. 390,000 compounds, 0.23% hits. recombinant USP1/UAF1, Ub-Rhodamine cleavage fluorescence. Potency, µM (highest dose often 57.1 µM), for inactives: at the top dose activity change, negative = inhibition, hits mostly inhibitors. O94782; note: potency is the fitted concentration of half-maximal effect; % is set by controls: 0 for no effect and ±100 for the full control effect; nearly all actives have a fitted effect of over 60% in size; inactives centre near -12
Target sequence (O94782 whole entry, looked up): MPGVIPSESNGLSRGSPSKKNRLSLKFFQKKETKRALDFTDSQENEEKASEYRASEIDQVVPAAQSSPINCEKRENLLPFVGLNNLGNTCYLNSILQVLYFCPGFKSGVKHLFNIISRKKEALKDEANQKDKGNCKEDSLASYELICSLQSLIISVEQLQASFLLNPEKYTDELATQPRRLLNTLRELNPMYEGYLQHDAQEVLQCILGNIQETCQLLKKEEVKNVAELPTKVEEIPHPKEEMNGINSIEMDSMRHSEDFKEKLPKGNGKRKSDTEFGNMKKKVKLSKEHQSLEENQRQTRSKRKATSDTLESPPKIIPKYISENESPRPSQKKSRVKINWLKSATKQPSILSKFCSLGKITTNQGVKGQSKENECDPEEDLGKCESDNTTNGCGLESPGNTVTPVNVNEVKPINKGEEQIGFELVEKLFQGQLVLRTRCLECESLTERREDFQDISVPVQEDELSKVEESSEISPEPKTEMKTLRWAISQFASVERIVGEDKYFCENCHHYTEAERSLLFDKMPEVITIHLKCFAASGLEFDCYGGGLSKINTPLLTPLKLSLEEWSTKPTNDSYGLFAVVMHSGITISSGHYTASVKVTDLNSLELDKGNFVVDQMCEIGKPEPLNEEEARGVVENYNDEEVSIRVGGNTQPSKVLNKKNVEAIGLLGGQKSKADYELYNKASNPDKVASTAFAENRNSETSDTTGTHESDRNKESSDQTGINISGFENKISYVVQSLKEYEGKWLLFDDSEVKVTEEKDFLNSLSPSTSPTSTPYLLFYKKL
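1 nM enzyme complex + cpd, 15 min RT; start with Ub-Rho 150nM final; kinetic fluorescence ex 480/em 540, 6 reads q60 s. Buffer 50mM HEPES pH 7.8, 0.5mM EDTA, 0.1 mg/ml BSA, 1mM TCEP, 0.01% Tween-20.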
IDH1 R132H inh – inhibitors of human mutant IDH1 R132H; IDH1-R132H enzyme, NADPH consumption, diaphorase/resazurin fluorescence; Potency, µM (top dose mostly 76.6 µM), inactives show at the highest dose activity change, negative = inhibition, actives largely listed as inhibitors; 390,000 compounds, 0.093% hits; note: potency is the fitted concentration of half-maximal effect; % is set by controls: 0 for no effect and ±100 for the full control effect; nearly all actives have a fitted effect of over 65% in size
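IDH1-R132H (0.5 ug/mL) preincubated 30 min with compound, then NADPH (0.016 mM) and alpha-KG (2 mM) added; 80 min at RT, pH 7.5. Remaining NADPH coupled via diaphorase/resazurin to fluorescence (540/590 nm); concentration-response curves normalized to no-enzyme control.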
rTrxR1 inhibitor – blocks rat thioredoxin reductase 1. O89049. recombinant rTrxR1, NADPH fluorescence consumption, selenite substrate. Potency, µM (doses to about 114 µM), without a hit: at the highest dose activity change, negative = inhibition, most hits filed as inhibitors. 390,000 compounds, 1% hits; note: potency is the fitted concentration of half-maximal effect; % is set by controls: 0 for no effect and ±100 for the full control effect; nearly all actives have a fitted effect of over 65% in size
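Rat TrxR1 (90 nM in the dispensed reagent) was pre-reduced with 400 uM NADPH for 5 min at room temperature, then incubated with compound for 15 min. After 400 uM selenite was added, NADPH fluorescence (Ex 340/Em 450 nm) was followed for 8 min.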
* marks the source's active call; other numbers are inactive results; ? = inconclusive; · = no result given; [ ] = dose if it differs, or a comment. Unless noted, calls come from the whole dose curve; as a rule, active = well fitted curve in the direction sought with a large enough effect; inconclusive = small, poorly fitted or top-dose-only effect, or another doubt; inactive = no such curve, though single readings can be large; an effect the other way counts as inactive or inconclusive. A portion of the library. The share of hits here may be higher or lower than overall.

1	CCOC(=O)N1CCN(C(=O)CSc2ccc(-c3ccc(OC)c(OC)c3)nn2)CC1
2	CN(C)[C@@H](CO)c1nnc([C@H](CC(=O)O)NC(=O)C2CCNCC2)o1
3	Cc1ccc(NC(=O)c2c(NC(=O)c3ccccc3)sc3c2CCC3)cc1
4	COc1ccc(CCN2CCC(CNC(=O)c3cnn(-c4cccc(Cl)c4)c3C3CCN(C(=O)OC(C)(C)C)CC3)CC2)cc1
5	Cc1cc(C)nc(N/N=C/c2ccc3c(c2)OCCO3)n1
6	Cc1ccc(NC(=O)c2cc(F)c(F)cc2Cl)nc1
7	COc1ccc(C(=O)N2CCOC2CNC(=O)C(=O)NCc2ccc3c(c2)OCO3)cc1 (stereo not drawn)
8	COc1ccc(C/C(O)=C(\C#N)c2nc3ccccc3[nH]2)cc1OC

Screen / compound no.	1	2	3	4	5	6	7	8
TrxR1 substrate	2%[57.1 µM]	9%[57.1 µM]	3%	-5%	-6%[57.1 µM]	2%	6%[57.1 µM]	5%[57.1 µM]
LDHA block	-3	-7	-5	5	-3	-2	-9	-8
Glioma ERSR ind	-2%	0%	·	-7%	10%	-3%	-1%	-4%
Vif-APOBEC3G blk	-1%	5%	·	?	-10%	0%	-2%	0%
Vif-APOBEC3F blk	-8%	1%	·	8%	12%	9%	-11%	-8%
RGS4 inh	-6%	3%	-3%	-17%	15%	-5%	4%	-13%
USP1 inh	-17%	-19%	-3%	-7%	-16%	-14%	-18%	-4%
IDH1 R132H inh	6%	-7%	·	-10%	0%	-2%	9%	1%
rTrxR1 inhibitor	0%[57.1 µM]	13%[57.1 µM]	14%	4%	-6%[57.1 µM]	36%	11%[57.1 µM]	7%[57.1 µM]

Next part (three carried over from the part before).
6	Cc1ccc(NC(=O)c2cc(F)c(F)cc2Cl)nc1
7	COc1ccc(C(=O)N2CCOC2CNC(=O)C(=O)NCc2ccc3c(c2)OCO3)cc1 (stereo not drawn)
8	COc1ccc(C/C(O)=C(\C#N)c2nc3ccccc3[nH]2)cc1OC
9	Nn1c(COc2ccccc2)nnc1SCC(=O)O
10	COc1ccc(Nc2nc(N)c(C(=O)c3ccc(OC)cc3)s2)cc1
11	O=C(Nc1ccc(-c2csc(Nc3cccc(C(F)(F)F)c3)n2)cc1)c1cccc(C(F)(F)F)c1
12	CCCc1nc(SCC(=O)N2CCC(C)CC2)c2c(=O)n(C)c(=O)n(C)c2n1
13	c1ccc(OCCSc2nc3ccccc3[nH]2)cc1
14	O=C(NNC(=O)c1ccc(Br)cc1)c1ccncc1
15	O=C(NCC1CCCO1)c1ccc(COc2ccccc2Br)cc1 (stereo not drawn)
16	COc1ccccc1CNC(=O)c1c(N)n(CCCN2CCOCC2)c2nc3ccccc3nc12

Screen / compound no.	6	7	8	9	10	11	12	13	14	15	16
TrxR1 substrate	2%	6%[57.1 µM]	5%[57.1 µM]	-4%	-7%	10%[57.1 µM]	2%	-2%	-2%	-19%[57.1 µM]	72%[activator]
LDHA block	-2	-9	-8	-6	-8	-4	-8	-3	-4	-2	2
Glioma ERSR ind	-3%	-1%	-4%	-3%	-4%	-8%	12%	8%	-2%	-2%	-3%
Vif-APOBEC3G blk	0%	-2%	0%	3%	?	-10%	-1%	-1%	1%	-9%	-11%
Vif-APOBEC3F blk	9%	-11%	-8%	4%	-8%	-5%	24%	8%	?	-2%	-4%
RGS4 inh	-5%	4%	-13%	11%	-10%	6%	2%	-16%	-23%	-29%	8%
USP1 inh	-14%	-18%	-4%	-5%	-12%	-29%	-14%	-12%	-19%	-20%	?
IDH1 R132H inh	-2%	9%	1%	4%	1%	4%	-2%	0%	8%	5%	11%
rTrxR1 inhibitor	36%	11%[57.1 µM]	7%[57.1 µM]	-6%	-3%	18%[57.1 µM]	20%	-5%	15%[2.29 µM]	13%[57.1 µM]	15%

17	COC(=O)N/N=C/c1cc(N=Nc2ccccc2)ccc1O
18	OCCN1CCN(Cc2cc(Cl)c3cccnc3c2O)CC1
19	CCN(C(=O)c1cnc2scc(C)n2c1=O)c1ccccc1C
20	O=C(O)C1CCN(C(=O)CCN2C(=O)S/C(=C\c3ccccc3)C2=O)CC1
21	CCn1c(SCC(=O)OC2CCCCC2)nc2ccccc2c1=O
22	COc1ccc(CNC(N)=O)cc1
23	Nc1nc2ccccc2n1C(=O)CCc1ccccc1
24	Cc1ccc(Cc2c(-c3ccc(Br)cc3)nc3ccc(Br)cn23)cc1

Screen / compound no.	17	18	19	20	21	22	23	24
TrxR1 substrate	0%	-1%	-4%[57.1 µM]	-12%	-9%	5%	-8%	·
LDHA block	-6	36	-2	-1	2	-7	-4	0
Glioma ERSR ind	7%	4%	-5%	-3%	-5%	-4%	-1%	2%
Vif-APOBEC3G blk	2%	2%	0%	5%	-3%	-2%	-23%	?
Vif-APOBEC3F blk	0%	0%	1%	1%	-7%	-1%	-23%	-20%
RGS4 inh	-16%	11%	-12%	-4%	10%	11%	-28%[56.9 µM]	·
USP1 inh	-20%	-14%	7%	-26%	-16%	-11%	-20%	-17%
IDH1 R132H inh	1%	-1%	-3%	-1%	3%	-3%	3%	25%
rTrxR1 inhibitor	10%	-2%	-7%[57.1 µM]	-11%	-1%	8%	-9%	·

25	Cc1oc2ccc(OCc3c(F)cccc3Cl)cc2c1C(=O)O
26	Cc1nc(Cc2nnc(SCC(=O)N3c4ccccc4NC(=O)C3(C)C)o2)cs1
27	CC(C)CCN(Cc1ccco1)C(=O)c1cc2c(s1)-c1ccccc1OC2
28	CCN(CC(=O)Nc1ccccc1C(F)(F)F)CC(=O)NC1CC1
29	Cc1occc1C(=O)Nc1cccc(/C=C/C(=O)O)c1
30	CC(C)C[C@H](NC(=O)OC(C)(C)C)C(=O)N[C@@H](CO)[C@H](O)[C@@H]1C[C@@H]1C(=O)NC1CCCCC1
31	CN1/C(=C/C2CC(=O)N(c3ccc([N+](=O)[O-])cc3)C2=O)C(C)(C)c2ccccc21 (stereo not drawn)
32	O=C(NCc1cccc(Br)c1)c1cc(-c2ccccc2)nn1CC1CC(c2cccnc2)=NO1 (stereo not drawn)

Screen / compound no.	25	26	27	28	29	30	31	32
TrxR1 substrate	-6%	·	137%[activator]	8%	4%	7%	1%	-2%
LDHA block	-2	-10	2	-5	1	4	1	-4
Glioma ERSR ind	1%	1%	14%	-1%	-2%	-2%	-1%	-1%
Vif-APOBEC3G blk	-5%	1%	-2%	-1%	2%	-1%	-14%	0%
Vif-APOBEC3F blk	7%	-2%	3%	1%	1%	-5%	-4%	1%
RGS4 inh	-3%	·	-21%	-10%	-32%	-19%	-8%	0%
USP1 inh	-11%	-6%	?	-3%	-12%	-18%	2%	-17%
IDH1 R132H inh	12%	3%	10%	-3%	3%	17%	5%	0%
rTrxR1 inhibitor	7%	·	67%[activator]	6%	?	7%	?	20%

33	OC1(CNCc2cn[nH]c2-c2cc3ccccc3o2)CCCCC1
34	CCOC(=O)N1CCC(n2c(=S)[nH]c3cc(OCC)c(OCC)cc3c2=O)CC1
35	Cc1ccc2c(c1)C(=O)c1c(C(=O)O)cccc1-2
36	CC(C)NC(=O)c1ccccc1NC(=O)CCc1ccccc1
37	CC(=O)Nc1ccc(-n2cc(-c3ccccc3)[nH]c2=S)cc1
38	COc1ccc2c(c1)CC/C(=C\c1ccc(C)o1)C2=O
39	COc1ccc(-c2nc3ccc(N4CCCC4)cc3c(=O)[nH]2)cc1OC
40	COc1ccc(C)cc1S(=O)(=O)N1CCN(C)CC1c1ccccc1 (stereo not drawn)

Screen / compound no.	33	34	35	36	37	38	39	40
TrxR1 substrate	4%[57.1 µM]	8%[57.1 µM]	3%	-8%	-1%	-3%	14%	1%
LDHA block	-7	0	-5	-4	-10	9	7	-2
Glioma ERSR ind	-1%	-3%	-2%	-3%	-2%	-1%	-4%	-5%
Vif-APOBEC3G blk	3%	-1%	1%	2%	1%	0%	-20%	-1%
Vif-APOBEC3F blk	1%	-4%	0%	3%	0%	2%	-19%	-29%
RGS4 inh	35%	-9%	?	-16%	-46%	?	-35%	51%
USP1 inh	5%	-14%	-16%	-11%	-9%	?	-20%	0%
IDH1 R132H inh	-5%	0%	-5%	2%	6%	12%	4%	0%
rTrxR1 inhibitor	8%[57.1 µM]	22%	9%[57.1 µM]	0%	-1%	?	2%	20%
